SENP1 FRET inh: blocks the human SENP1 SUMO protease catalytic domain; inhibition, % at 10 µM; Q9P0U3; recombinant SENP1 catalytic domain, CyPet-SUMO1-YPet FRET cleavage; 360,000 compounds, 0.21% hits;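 active means inhibition at least 30% at 10 µM, raw YFP signal under a set limit, fluorescence ratio 0.5 to 1.5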;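 further: 0% = enzyme with DMSO and 100% = no enzyme wells; some results filed as inactive read as strong as hits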
Target sequence (Q9P0U3 419-644 limits assumed): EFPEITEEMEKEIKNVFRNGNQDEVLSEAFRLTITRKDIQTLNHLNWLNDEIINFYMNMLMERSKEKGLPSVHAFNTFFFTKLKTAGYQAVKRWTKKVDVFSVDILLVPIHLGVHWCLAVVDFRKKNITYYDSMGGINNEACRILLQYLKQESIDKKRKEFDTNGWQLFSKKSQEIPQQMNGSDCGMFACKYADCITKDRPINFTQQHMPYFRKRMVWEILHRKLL
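Test system: recombinant human SENP1 catalytic domain, His6-tagged / Medium: pH 8 Tris buffer with EDTA, NaCl, BME, BSA, NP40, catalase / Also added: SUMO1 FRET substrate flanked by Cypet and Ypet, 25 nM / Times: 50 min reaction at room temperature / Signal: FRET, CFP and YFP emission / Control set: no-enzyme low control and enzyme-plus-DMSO high control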
SENP8 inh: inhibitors of human SENP8 protease. inhibition, % at 20 µM. 360,000 compounds, 0.64% hits. AID 602440. recombinant SENP8, Nedd8 substrate fluorescence; in the data active means inhibition mostly above about 40%, no sharp cut-off; inactive means mostly below about 27%
Target sequence (Q96LD8 whole entry, looked up): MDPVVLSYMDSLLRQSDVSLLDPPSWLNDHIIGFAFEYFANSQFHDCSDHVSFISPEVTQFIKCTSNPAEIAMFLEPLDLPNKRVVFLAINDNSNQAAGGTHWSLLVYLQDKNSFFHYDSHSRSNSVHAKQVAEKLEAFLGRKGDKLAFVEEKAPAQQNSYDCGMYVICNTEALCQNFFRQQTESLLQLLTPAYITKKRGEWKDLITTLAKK
An asterisk follows results filed as active. A portion of the library, so the mix of outcomes need not match the whole.

SMILES	SENP1 FRET inh	SENP8 inh
CCOC(=O)c1cccc(C2=C(CNC(C)=O)[C@H]3CC[C@@H](C2)N3Cc2ccccc2)c1	1	21
COc1cc([N+](=O)[O-])c2nc(C)ccc2c1[N+](=O)[O-]	2	15
O=c1[nH]c2ccccc2n1C1CCN(C(c2cc3ccccc3o2)c2nnnn2-c2ccc3c(c2)OCCO3)CC1 (stereo unspecified)	-3	22
COC(=O)[C@@H]1N=C(c2ccc(OC)cc2)O[C@]12C(=O)N(C)c1cccc(Cl)c12	2	2
CN(Cc1cccc(-c2ccncc2)c1)C(=O)Oc1ccc([N+](=O)[O-])cc1	1	11
Cc1ccccc1-c1ccc2n1Cc1cnnn1-c1ccccc1-2	-1	-403
O=C(NCC1=C(c2ccc3ccccc3c2)C[C@@H]2CC[C@H]1N2Cc1ccco1)c1ccncc1	-1	-4
CS(=O)(=O)c1ccc(C2=C(CNC(=O)c3ccncc3)[C@H]3CC[C@@H](C2)N3Cc2ccco2)cc1	-1	-12
COc1ccc(OC(=O)N(C)C[C@H]2OCc3cnnn3CCCC(=O)N([C@H](C)CO)C[C@H]2C)cc1	1	26
O=C1NC(=O)N(c2ccccc2F)C(=O)/C1=C/c1ccc(Sc2nc3ccccc3[nH]2)o1	-8	-4
O=C1NCCCCC1(Cl)Cl	3	3
COc1ccc(-c2ccc3c(c2)CN(c2cccc(Cl)c2)Cc2cnnn2-3)cc1	1	-27
CCOC(=O)[C@]12Cc3ccccc3[C@H]1N(Cc1ccccc1)C(=O)c1cc(OC)ccc12	-1	12
CCCC1(CC(C)CC)C(=O)NC(=O)NC1=O (stereo unspecified)	0	9
C[C@@H]1CN([C@@H](C)CO)C(=O)CCCn2cc(nn2)CO[C@H]1CN(C)C(=O)Oc1ccc2ccccc2c1	0	4
CC(=O)c1ccc2c(c1)C1C(Cl)C(Sc3ccccc3[N+](=O)[O-])CC1C(C(=O)O)N2 (stereo unspecified)	1	78*
Cc1ccc(-c2cc(-c3ccc(C)cc3)[n+](C)o2)cc1	0	-82
c1ccc(CN2Cc3ccccc3-n3nncc3C2)cc1	1	23
O=C1NCN(c2ccccc2)C12CCN(C(c1ccccc1OC(F)(F)F)c1nnnn1-c1ccc3c(c1)OCCO3)CC2 (stereo unspecified)	0	16
COc1ccc(-c2cc(=NCCC(=O)O)c3cc(C)ccc3o2)cc1	-30	-470
CCC(c1nnnn1Cc1ccccc1)N1CCC2(CC1)C(=O)NCN2c1ccccc1 (stereo unspecified)	4	22
C#CC1(O)CCC2C3CCC4=CC(=O)CCC4=C3C=CC21C (stereo unspecified)	-6	-178
CC(=O)OC1C2(CC3N4C(=O)C5(CO)SSC4(CC31O)C(=O)N5C)OC(C)C(C)(C)C2=O (stereo unspecified)	1	-5
CC(C)(C)n1nnnc1C(c1cccc2ccccc12)N1CCC2(CC1)C(=O)NCN2c1ccccc1 (stereo unspecified)	-1	19
COC1=CC23CCCN2CCc2cc4c(cc2C3C1O)OCO4 (stereo unspecified)	0	29
CCN1C(=O)CC(=O)N(CC)C1=S	0	16
COc1cccc2c1N=C1CCCC3CN(C(C)=O)CCC123 (stereo unspecified)	1	0
CC(=O)OC(C)(C)/C=C/C(=O)[C@](C)(O)[C@H]1[C@H](O)C[C@@]2(C)[C@@H]3CC=C4[C@H](C[C@H](O)C(=O)C4(C)C)[C@]3(C)C(=O)C[C@]12C	4	16
CC1(O)CCC2C3CCC4=CC(=O)CCC4(C)C34OC4CC21C (stereo unspecified)	1	2
COc1cccc(C(c2nnnn2-c2ccc3c(c2)OCCO3)N2CCC(n3c(=O)[nH]c4ccccc43)CC2)c1OC (stereo unspecified)	2	7

Some of these compounds in order of number of heavy atoms, falling:
SMILES	SENP1 FRET inh	SENP8 inh
O=C1NCN(c2ccccc2)C12CCN(C(c1ccccc1OC(F)(F)F)c1nnnn1-c1ccc3c(c1)OCCO3)CC2 (stereo unspecified)	0	16
COc1cccc(C(c2nnnn2-c2ccc3c(c2)OCCO3)N2CCC(n3c(=O)[nH]c4ccccc43)CC2)c1OC (stereo unspecified)	2	7
O=c1[nH]c2ccccc2n1C1CCN(C(c2cc3ccccc3o2)c2nnnn2-c2ccc3c(c2)OCCO3)CC1 (stereo unspecified)	-3	22
C[C@@H]1CN([C@@H](C)CO)C(=O)CCCn2cc(nn2)CO[C@H]1CN(C)C(=O)Oc1ccc2ccccc2c1	0	4
COc1ccc(OC(=O)N(C)C[C@H]2OCc3cnnn3CCCC(=O)N([C@H](C)CO)C[C@H]2C)cc1	1	26
CCOC(=O)[C@]12Cc3ccccc3[C@H]1N(Cc1ccccc1)C(=O)c1cc(OC)ccc12	-1	12
CCOC(=O)c1cccc(C2=C(CNC(C)=O)[C@H]3CC[C@@H](C2)N3Cc2ccccc2)c1	1	21
CC(=O)c1ccc2c(c1)C1C(Cl)C(Sc3ccccc3[N+](=O)[O-])CC1C(C(=O)O)N2 (stereo unspecified)	1	78*
COC(=O)[C@@H]1N=C(c2ccc(OC)cc2)O[C@]12C(=O)N(C)c1cccc(Cl)c12	2	2
COc1ccc(-c2cc(=NCCC(=O)O)c3cc(C)ccc3o2)cc1	-30	-470
Cc1ccccc1-c1ccc2n1Cc1cnnn1-c1ccccc1-2	-1	-403
CC1(O)CCC2C3CCC4=CC(=O)CCC4(C)C34OC4CC21C (stereo unspecified)	1	2
c1ccc(CN2Cc3ccccc3-n3nncc3C2)cc1	1	23
Cc1ccc(-c2cc(-c3ccc(C)cc3)[n+](C)o2)cc1	0	-82
CCCC1(CC(C)CC)C(=O)NC(=O)NC1=O (stereo unspecified)	0	9

(list continues)
SMILES	SENP1 FRET inh	SENP8 inh
CN(C)Cc1c[nH]c2ccc([N+](=O)[O-])cc12	0	3
CCOC(=O)CNC(=O)N1Cc2cc(-c3ccc(OC)cc3)ccc2-n2nncc2C1	3	-89
CCOC(=O)[C@]12Cc3cc(OC)ccc3[C@H]1N(C(C)C)C(=O)c1cc(OC)ccc12	2	-1
CSc1ccccc1NP1(=O)OCC(C)([N+](=O)[O-])CO1 (stereo unspecified)	2	14
O=C(NN=Cc1ccc(N(CCCl)CCCl)cc1)c1cccc([N+](=O)[O-])c1	1	2
COc1ccc(C(c2nnnn2Cc2ccccc2)N2CCC3(CC2)C(=O)NCN3c2ccccc2)cc1 (stereo unspecified)	0	15
S=C(NCCc1ccccc1)N1Cc2cc(Br)ccc2-n2nncc2C1	3	11
CCCCn1nnnc1C(CCSC)N1CCC2(CC1)C(=O)NCN2c1ccccc1 (stereo unspecified)	1	24
CC1=C(C)CN2CC(C#N)=C(N)C2C1 (stereo unspecified)	-11	-7
O=C1c2ccccc2-c2cccc3cccc1c23	-31	-120
CC(C)(C)NC(=S)N1Cc2ccccc2-n2nncc2C1	2	5
N#Cc1ccc(CN2Cc3ccccc3-n3nncc3C2)cc1	2	26
O=c1[nH]c2ccccc2n1C1CCN(C(CCc2ccccc2)c2nnnn2Cc2ccccc2)CC1 (stereo unspecified)	1	8
COc1ccc2c(c1)NP(=S)(c1ccccc1)N2 (stereo unspecified)	7	7
COC1CCC(OC2CC(C3(C)CCC4(CC(O)C(C)C(C(C)/C=C(\C)C(=O)C(C)CC(C)C(=O)O)O4)O3)OC3(OC(C4OC(O)(CO)C(C)CC4C)CC3C)C2C)OC1C (stereo unspecified)	0	0
C[C@@H]1COc2cc(N3CCN(C)CC3)ccc2S(=O)(=O)N1	1	9
COc1ccc(-n2nnnc2C(c2cc3ccccc3o2)N2CCC(n3c(=O)[nH]c4ccccc43)CC2)cc1 (stereo unspecified)	0	30
CSc1ncc(Br)c(N2CC2)n1	0	6
C[C@@H]1CN([C@H](C)CO)C(=O)CCCn2cc(nn2)CO[C@H]1CN(C)C(=O)Oc1cccc2ccccc12	1	20
O=C(Cc1cc(=O)[nH]c(=O)[nH]1)N1CCN(CCO)CC1	-49	18
O=C(NC1CCCCC1)N1Cc2cc(-c3cccc(F)c3)ccc2-n2nncc2C1	3	8
O=C1C=C2c3ccccc3CC(C(=O)O)C2CC1 (stereo unspecified)	2	4
Cc1nc(C)c(C(=O)NN=Cc2ccc(N(CCCl)CCCl)cc2)s1	-19	-463
CC1(C)CC2CCC(O)C2C(CCO)N1 (stereo unspecified)	-12	6
CN(C)C(=S)SSC(=S)N(C)C	-1	2
O=C(NN=Cc1ccc(N(CCCl)CCCl)cc1)C(=O)c1c[nH]c2ccccc12	14	-47
Clc1ccc(-c2nc3ccc(Cl)cn3c2CN2CCCCC2)cc1	1	-129
CC(=O)OC1CCC2(C)C(CCC3C4CC(N5CC5)C(C(C)=O)C4(C)CC(=O)C32)C1 (stereo unspecified)	0	24
O=c1[nH]c2ccccc2n1C1CCN(C(c2cccc3ccccc23)c2nnnn2Cc2ccccc2)CC1 (stereo unspecified)	1	12
O=c1[nH]c2ccccc2n1C1CCN(C(c2nnnn2C2CCCCC2)C2CC2)CC1 (stereo unspecified)	0	18
COC(=O)C1=C(c2ccc(OCc3ccccc3)cc2)C[C@@H]2CC[C@H]1N2C(=O)NCc1ccc(Cl)cc1	-1	1
C[C@H]1CN([C@@H](C)CO)C(=O)CCCn2nncc2CO[C@H]1CN(C)C(=O)Oc1ccccc1	-1	7
CCCCn1nnnc1C(c1ccnc2ccccc12)N1CCC2(CC1)C(=O)NCN2c1ccccc1 (stereo unspecified)	-1	2
CC1CN1P1(=O)OCC(C)([N+](=O)[O-])CO1 (stereo unspecified)	2	1
CCC1(CC(C)c2ccccc2)C(=O)NC(=O)NC1=O (stereo unspecified)	4	15
C=CCN(CC=C)C(=O)CCN1CC1C (stereo unspecified)	1	14
COc1cccc(C(c2nnnn2Cc2ccccc2)N2CCC3(CC2)C(=O)NCN3c2ccccc2)c1OC (stereo unspecified)	-1	15
CC1(C(=O)O)CC12c1ccccc1-c1ccccc12 (stereo unspecified)	1	14
COC(=O)C1=C(c2ccc(OCc3ccccc3)cc2)C[C@@H]2CC[C@H]1N2C(=O)NCc1cccc(F)c1	0	6
Cc1cc(C)c(C)c(C(O)(C(=O)O)c2ccccc2)c1 (stereo unspecified)	3	15
CN(C)[C@@H]1C(=O)C(C(N)=O)=C(O)[C@@]2(O)C(=O)C3=C(O)c4c(O)ccc(Cl)c4[C@@](C)(O)[C@H]3C[C@@H]12	10	7
C[C@@H]1CN([C@@H](C)CO)C(=O)CCCn2nncc2CO[C@@H]1CN(C)C(=O)Oc1ccccc1	2	7
C=C(C)CC1(CC)C(=O)NC(=S)NC1=O	3	5
Clc1ccccc1CNCCc1c[nH]c2ccccc12	0	22
CCOC(=O)[C@]12Cc3ccc(C)cc3[C@H]1N(C1CCCCC1)C(=O)c1cc(OC)ccc12	-2	-116
O=C(Cc1ccccc1)N1CCN(Cc2ccc(Cl)cc2)CC1	1	11
O=C1NC2C(=CC(O)C(O)C2O)c2cc3c(c(O)c21)OCO3 (stereo unspecified)	2	-44
CN1CCC(c2c[nH]c3ccc(O)cc23)CC1	1	2
Cc1ccccc1CN1Cc2cnnn2-c2ccccc2C1C#N (stereo unspecified)	-1	6
CC1=C(C)CC2(C(=O)NC(=S)NC2=O)C(C)C1 (stereo unspecified)	0	3

Next part.
SMILES	SENP1 FRET inh	SENP8 inh
CCC1C2CC3C4N(C)c5ccccc5C45CC(C2C5O)N3C1O (stereo unspecified)	2	13
O=C(Nc1cccc2ccccc12)N1Cc2ccccc2-n2nncc2C1	2	-301
Cc1ccc(-n2c(=O)[nH]c3ccccc3c2=O)cc1[N+](=O)[O-]	3	14
CC(C)Oc1cccnc1N(C)C1CCN(Cc2ccccc2)CC1	-5	-56
CC(C)(O)C1C2OC(=O)C1C1(O)CC3OC34C(=O)OC2C14C (stereo unspecified)	1	10
CC1C(c2ccccc2)OC(=O)N1C (stereo unspecified)	1	14
COC(=O)C1=C(c2ccc(OCc3ccccc3)cc2)C[C@@H]2CC[C@H]1N2C(=O)NCCCCc1ccccc1	-1	20
COC(/C(C)=C/C=C/C(C)=C/c1coc(C)n1)C(C)C1CC(O)C2(C)OC2C=CC(C)C2CC(CC(=O)O2)CC2OC2C(=O)O1 (stereo unspecified)	-8	-18
c1coc(CN2Cc3ccccc3-n3nncc3C2)c1	1	11
COc1cc2c(cc1/C=C/[N+](=O)[O-])OCO2	2	13
CC1=CC2OC3CC4OC(=O)C=CC=CC(C(C)O)OCC(O)C(C)CC(=O)OCC2(CC1O)C4(C)C31CO1 (stereo unspecified)	1	-9
COc1ccc2c(c1)NP(=S)(c1ccccc1)N2C (stereo unspecified)	2	54*
CCOC(=O)[C@]12Cc3cc(OC)ccc3[C@H]1N(C1CCCCC1)C(=O)c1cc(OC)ccc12	2	0
Nc1ccc(Cc2ccc(N)c(Cl)c2)cc1Cl	-2	7
Cc1cccc(N2CCC3(CC2)C(=O)NC(=O)NC3=O)c1	-1	8
CSCCC(c1nnnn1Cc1ccccc1)N1CCC(n2c(=O)[nH]c3ccccc32)CC1 (stereo unspecified)	3	17
CCOC(=O)C1CCCN(c2ccc([N+](=O)[O-])c3nonc23)C1 (stereo unspecified)	83	37
CN1C(=O)C(C)(C2=CCCCC2)C(=O)NC1=S (stereo unspecified)	-2	17
Fc1ccc(NC(=S)N2Cc3ccccc3-n3nncc3C2)cc1	3	8
COc1ccc(C2=CC(c3ccc4c(c3)OCO4)c3c(c4ccccc4oc3=O)O2)cc1OC (stereo unspecified)	-2	3
CCC(C)c1cnc(CC(C)C)c(=O)n1O (stereo unspecified)	-15	4
COCCNC(=S)N1Cc2ccccc2-n2nncc2C1	-1	-3
C1=NCCCN2CCCCC12 (stereo unspecified)	0	13

Sorted by SMILES length (lowest first): three of the compounds above
SMILES	SENP1 FRET inh	SENP8 inh
CCC(C)c1cnc(CC(C)C)c(=O)n1O (stereo unspecified)	-15	4
CN1C(=O)C(C)(C2=CCCCC2)C(=O)NC1=S (stereo unspecified)	-2	17
CC1=C(C)CC2(C(=O)NC(=S)NC2=O)C(C)C1 (stereo unspecified)	0	3

Assay outcomes (PubChem)
